GPR151 ag – human GPR151 activation. Q8TDV0. PathHunter beta-arrestin GPR151 cells, luminescence. activation, % at 11.2 µM. 650,000 tested, 1% active. AID 1508602; in the data active means activation above about 4.9%;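 further: 0% = median of compound wells and 100% = cells with positive control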
MITF primary – human MITF inhibition, primary screen; O75030; AlphaScreen MITF homodimerization, bead proximity signal; inhibition, % at 2.6 µM; 650,000 tested, 0.91% active; in the data active means inhibition above about 50%;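 further: 0% = vehicle wells with protein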
TEAD-YAP inh – TEAD-YAP interaction inhibition. HEK-TIYL cells, TEAD-Gal4/YAP UAS-luciferase luminescence. inhibition, % at 9.12 µM. 640,000 tested, 1.4% active. AID 1259422; in the data active means inhibition above about 32%;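 further: 0% = median of test compound wells and 100% = reference inhibitor wells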
FBW7 act – human FBW7 E3 ligase activation, primary screen; AlphaScreen FBW7–phospho-cyclin E peptide binding, activator screen; normalized activity (activation), % at 26.1 µM; 650,000 tested, 0.13% active; AID 1259310; in the data active means normalized activity above about 1.9%;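 further: purified mutant Fbw7 with reduced substrate affinity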
Target sequence (Q969H0 whole entry, looked up): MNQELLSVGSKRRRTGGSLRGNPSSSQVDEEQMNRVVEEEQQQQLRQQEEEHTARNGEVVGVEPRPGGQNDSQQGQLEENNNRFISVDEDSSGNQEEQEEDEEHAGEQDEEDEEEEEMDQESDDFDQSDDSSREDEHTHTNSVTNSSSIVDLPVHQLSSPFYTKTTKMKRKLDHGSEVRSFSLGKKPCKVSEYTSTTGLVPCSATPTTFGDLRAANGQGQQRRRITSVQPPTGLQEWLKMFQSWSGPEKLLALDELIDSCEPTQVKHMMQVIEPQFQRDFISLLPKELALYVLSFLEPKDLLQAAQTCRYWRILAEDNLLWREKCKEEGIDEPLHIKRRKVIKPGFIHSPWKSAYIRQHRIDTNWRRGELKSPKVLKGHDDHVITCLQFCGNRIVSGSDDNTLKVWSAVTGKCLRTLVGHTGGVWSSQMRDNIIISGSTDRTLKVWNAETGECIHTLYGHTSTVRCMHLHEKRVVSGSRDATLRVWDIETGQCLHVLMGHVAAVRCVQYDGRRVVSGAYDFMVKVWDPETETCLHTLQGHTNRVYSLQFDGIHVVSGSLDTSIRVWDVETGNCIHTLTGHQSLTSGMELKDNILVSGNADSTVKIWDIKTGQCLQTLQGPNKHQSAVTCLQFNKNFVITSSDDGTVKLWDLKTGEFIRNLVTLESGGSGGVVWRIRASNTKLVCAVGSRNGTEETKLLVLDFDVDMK
Active calls of the source: *; & = joins results of further samples. Not a hit list; any-hit rate near 3.5%.

The opening three compounds, ahead of the listing:
Second line of a record – GPR151 ag	MITF primary	TEAD-YAP inh	FBW7 act
Cc1ccc(-c2nn(-c3ccccc3)cc2C2CC(c3ccc(F)cc3)=NN2c2ccccc2)o1 (stereo not given)
    1.7	3	-13	0.4
Cc1c(C(=O)N2CCCCCC2)sc2ncn(CC(=O)Nc3ccc(C(C)C)cc3)c(=O)c12
    1.2	0	0	0.1
COC(=O)COc1ccc(C=O)cc1OC
    0.9	8	1	0.1

This part in full, from the first entry:
Second line of a record – GPR151 ag	MITF primary	TEAD-YAP inh	FBW7 act
Cc1ccc(-c2nn(-c3ccccc3)cc2C2CC(c3ccc(F)cc3)=NN2c2ccccc2)o1 (stereo not given)
    1.7	3	-13	0.4
Cc1c(C(=O)N2CCCCCC2)sc2ncn(CC(=O)Nc3ccc(C(C)C)cc3)c(=O)c12
    1.2	0	0	0.1
COC(=O)COc1ccc(C=O)cc1OC
    0.9	8	1	0.1
CCOC(=O)c1c(NC(=O)c2ccccc2F)sc2c1CCC(C(C)(C)C)C2 (stereo not given)
    -1.0	9	-1	0.8
CC(=O)Nc1ccc(-c2csc(NC(=O)COc3ccc4ccccc4c3)n2)cc1
    -0.5	7	6	-0.1
O=C(Nc1ccc(Br)cc1)c1cccc(N2C(=O)c3ccccc3C2=O)c1
    0.3	1	-25	-0.1
Cc1sc2nc(-c3cccs3)nc(NCCN(C)C)c2c1C
    -0.8	3	-6	0.2
COc1cc(Br)ccc1OCC(=O)N/N=C/c1ccc([N+](=O)[O-])cc1
    4.3	-12	1	-0.1
CCc1ccc(-n2ncc(C(=O)N3CCN(C(=O)c4ccco4)CC3)c2-n2cccc2)cc1
    0.4	2	20	0.1
COc1ccc(S(=O)(=O)NCCNc2cc(N(C)C)nc(C)n2)cc1C
    1.3	-8	8	-0.1
COc1cc(NC(=O)Cn2ncc3c2-c2ccccc2OC3)cc(OC)c1OC
    0.2	3	-8	0.7
O=C(NOC(=O)c1ccc([N+](=O)[O-])o1)c1ccc(OC(F)F)cc1
    -0.8	-11	-2	0.0
N#Cc1cc2c(nc1SCC(=O)Nc1ccc(F)cc1)CCC2
    -0.2	0	-65	0.3
O=C(Cc1ccccc1)Nc1ccc2oc(-c3cccc(I)c3)nc2c1
    -0.3	-13	-7	0.2
CC(C)=CCN1CCNC(=O)C1CC(=O)NCCc1cnccn1 (stereo not given)
    -0.2	4	4	0.1
CCc1nnc(NS(=O)(=O)c2ccc(NC(=O)c3cc4cc(OC)ccc4oc3=O)cc2)s1
    -0.2	-5	12	0.1
CC1(C)CC(=O)C(C=NCCN2CCN(C3CC(=O)N(c4ccc(Cl)cc4)C3=O)CC2)=C(O)C1 (stereo not given)
    1.1	-56	-1	0.0
COCCN(CCCN1CCc2ccccc21)C(=O)C(C)(C)C
    0.6	8	3	-0.2
COc1ccc(C2C(C(=O)OC(C)C)=C(C)NC3=C2C(C)(C)CC(=O)C3)cc1Br (stereo not given)
    -2.0	0	3	0.2
COC(=O)c1ccc2c(=O)n(CCc3ccc(S(N)(=O)=O)cc3)c(SCc3c(F)cccc3Cl)nc2c1
    -1.1	12	-9	0.0

Full records as entered above. Order of values: GPR151 ag	MITF primary	TEAD-YAP inh	FBW7 act
Listed for COC(=O)c1ccc2c(=O)n(CCc3ccc(S(N)(=O)=O)cc3)c(SCc3c(F)cccc3Cl)nc2c1 = -1.1	12	-9	0.0
Listed for COCCN(CCCN1CCc2ccccc21)C(=O)C(C)(C)C = 0.6	8	3	-0.2
Listed for CC1(C)CC(=O)C(C=NCCN2CCN(C3CC(=O)N(c4ccc(Cl)cc4)C3=O)CC2)=C(O)C1 (stereo not given) = 1.1	-56	-1	0.0
Listed for COc1cc(NC(=O)Cn2ncc3c2-c2ccccc2OC3)cc(OC)c1OC = 0.2	3	-8	0.7

(continued)
Second line of a record – GPR151 ag	MITF primary	TEAD-YAP inh	FBW7 act
Cc1c(NC(=O)CC2(CC(=O)O)CCCCC2)c(=O)n(-c2ccccc2)n1C
    0.0	20	-1	0.8
Cc1ccc(S(=O)(=O)NCC2COC3(CCCC3)O2)c(C)c1 (stereo not given)
    0.4	4	1	0.2
CCn1nnc2c(N(C)Cc3ccccc3)ncnc21
    0.1	-9	1	0.0
CCCCOc1cccc(C(=O)Nc2nnc(CC)s2)c1
    -0.4	12	-15	-0.1
Cc1ccc(NC(=O)CCn2c(=O)oc3ccccc32)cc1Cl
    11*	-8	6	-0.1
CCn1cc(CN2CCN(Cc3cccc(OC)c3)C(CCO)C2)c(C)n1 (stereo not given)
    1.9	-15	1	0.1
COc1ccc2cc(C3CC(c4ccc(OC)c(OC)c4)=NN3C(=O)c3ccco3)c(Cl)nc2c1 (stereo not given)
    0.3	-7	0	0.0
COc1cc2nc(CN3CCN(c4ccc(F)cc4)CC3)[nH]c(=O)c2cc1OC
    3.5	-4	3	-0.1
CCC(CC)C(=O)NNC(=O)c1ccc(C(C)(C)C)cc1
    0.5	-20	-4	-0.2
CC1=C(C(=O)OC2CCCCC2)C(c2ccc(Br)cc2)n2nnnc2N1 (stereo not given)
    0.0	2	-2	0.1
O=C(Cn1cnc2c(nnn2-c2ccc(F)cc2)c1=O)N1CCCC1
    4.1	-11	-2	-0.1
COc1cc(-c2nc3ccccc3c(=O)n2Cc2cccc(F)c2)cc(OC)c1OC
    -1.2	10	4	-0.1
COc1ccc(NC(=O)C2=CCN(S(=O)(=O)c3ccccc3)CC2)cc1OC
    -0.4	-10	-8	-0.2
COCCNC(=O)c1oc2c(c1C)-c1[nH]ncc1CC2
    0.3	-12	0	-0.1
CCOC(=O)C1CCN(C(=O)C2CCC(CNS(=O)(=O)c3ccc(OC)cc3)CC2)CC1 (stereo not given)
    1.6	0	10	-0.1
Cc1csc(SCC(=O)N2CCc3nnc(CCNC(=O)C(C)C)n3CC2)n1
    0.1	9	4	0.0
COCCN1C2=C(C(=O)CC(C)(C)C2)C(c2ccc(O)c(Cl)c2)C2=C1CC(C)(C)CC2=O
    -0.4	15	10	0.2
Cc1cc(NC(=O)COC(=O)/C=C/c2nc3ccccc3s2)no1
    2.6	0	-2	0.0
CCCNC(=O)c1ccc2c(c1)N(Cc1cccc(Cl)c1)C(=O)CS2
    0.0	-4	5	0.0
CCn1c(=O)cc(SCC(=O)NCCc2cccc(C)c2)c2ccccc21
    -0.1	3	9	0.0
O=C(O)c1ccc(-c2nc(-c3ccccc3)c(-c3ccc(F)cc3)[nH]2)cc1
    -1.1	6	-6	-0.1
Cc1cccc(C)c1NC(=O)C(=O)NCc1ccccc1
    -0.9	16	-2	-0.7
O=C1C2=C(C(c3ccccc3)=NCCN2)C(c2ccc(Cl)cc2Cl)N1c1ccccc1 (stereo not given)
    0.4	-3	-6	-0.1
Cc1cccc2ccc(C3C(=O)c4ccccc4C3=O)nc12
    -1.0	6	-13	0.1
CCOC(=O)c1c(NC(=O)C2CCCCC2)sc2c1CCN(C(=O)OCC)C2
    -0.2	18	9	0.2
CCOc1ccc(NS(=O)(=O)c2ccc(NC(=O)COc3cccc(C)c3)cc2)cc1
    0.8	4	8	0.0
Cc1cccc(CN2CCc3c(OCC(=O)Nc4cc(C)ccc4C)cccc3C2=O)c1
    2.6	-8	-7	0.0
c1ccc(CNc2nc(N3CCC(N4CCOCC4)CC3)nc3c2ncn3-c2ccsc2)cc1
    0.5	11	2	0.1
Cc1ccc2nc3c(nc2c1)C(=O)N(CC1CCCO1)C3=O (stereo not given)
    -0.7	2	-3	0.4
C=C(C)Cn1c(=S)[nH]c2sc(CC)cc2c1=O
    -1.5	14	6	0.1
CCc1cccc(O[C@@H]2O[C@@H]3COC(c4ccccc4)O[C@H]3[C@H](O)[C@H]2NC(C)=O)c1 (stereo not given in full)
    0.0	18	-5	0.1
Cc1ccc2c(C)nc(/N=C(\N)NC(=O)N3c4ccccc4Sc4ccccc43)nc2c1
    1.8	-8	-1	-0.1
COCCNC(=O)NC12CC3CC(CC(C3)C1)C2
    -1.0	6	-1	0.0
O=C(c1nc2sccn2c1CN(CCO)Cc1cccs1)N1CCCC1
    -0.9	-11	-12	0.8
Cc1[nH]c2ccccc2c1CCNS(=O)(=O)c1ccc(S(N)(=O)=O)cc1
    0.2	11	-5	0.3
CCOc1ccc(C)cc1S(=O)(=O)Nc1ccc(F)cc1
    -1.7	-1	-9	-0.3
COc1ccc(CCNc2cc(C)nc(-c3ccc(C(=O)NC4CC4)cc3)n2)cc1
    0.8	15	10	0.1
Cc1cn(C(NC=O)C(Cl)(Cl)Cl)c(=O)[nH]c1=O (stereo not given)
    0.4	9	2	0.5
CC1(C(=O)N2CCC[C@@H]3CN(Cc4ccsc4)CC[C@H]32)CCCCC1
    -0.7	-5	-2	0.0
Cc1ccc(OCC(=O)N/N=C(/CCC(=O)O)c2ccccc2)cc1
    1.0	2	-2	-0.1
CCN1C(=O)/C(=C\c2cc(C)n(CC(F)(F)F)c2C)SC1=S
    2.7	12	-10	0.4
CCOC(=O)c1sc(NC(=O)CSc2nc3ccc(C)cc3cc2C#N)nc1C
    -1.3	12	-6	0.0
O=C(O)CCCCCN1C(=O)/C(=C\c2ccco2)SC1=S
    -0.5	43	37*	-0.1
Cc1noc(N)c1C1(O)C(=O)Nc2ccc([N+](=O)[O-])cc21 (stereo not given)
    2.1	-5	-3	0.1
Cc1cccc(C)c1-n1c(N)c(C(=O)Nc2ccc([N+](=O)[O-])cc2)sc1=S
    -0.1	19	5	0.0
COc1ccc(-c2cc(-c3ccccc3)nc(SCC(=O)NCc3ccccc3)c2C#N)cc1
    -2.2	-6	0	-0.1
COCCNC(=O)c1ccc2nc(N3CCOCC3)sc2c1
    -0.1	24	2	0.2
C/C(=N\Nc1ccc2ccccc2n1)c1ccc(N)cc1
    -0.9	-7	20	0.0
O=C(C1=C(O)C(=O)N(c2ccccc2)C1c1ccco1)c1cccs1 (stereo not given)
    1.3	3	2	-0.2
COc1ccc(C(=O)OCC(=O)Nc2sccc2C(N)=O)cc1[N+](=O)[O-]
    0.5	-1	5	-0.1

Going on with the list.
Second line of a record – GPR151 ag	MITF primary	TEAD-YAP inh	FBW7 act
COc1ccc(C(=O)c2ccc([N+](=O)[O-])cc2)cc1S(=O)(=O)NCc1ccccc1
    1.0	1	3	-0.2
Cn1c(SCC(=O)NC2CCCC2)nc2cccnc21
    0.4	6	-9	0.1
CCCOC(=O)c1ccc(N2C(=O)C3CCC(C)CC3C2=O)cc1 (stereo not given)
    -1.0	20	0	0.2
CCCSc1nnc(CSc2nc(C)cc(C)n2)n1-c1ccc(OCC)cc1
    -1.5	-5	0	-0.1
CCCCOS(=O)(=O)c1ccc(N2CCCC2=O)cc1
    0.2	-4	-3	-0.1
O=C(CN1C(=O)c2cccc([N+](=O)[O-])c2C1=O)OCc1ccccc1Cl
    1.3	14	5	-0.1
CC(=O)Cn1nc([N+](=O)[O-])nc1-c1nc([N+](=O)[O-])n(CC(C)=O)n1
    -1.7	17	-5	0.5
Cc1cc(C)n(CCC(=O)N2CCc3c(nc(N4CCCC4)[nH]c3=O)C2)n1
    0.0	4	6	0.1
Cc1ccc(C(=O)O)cc1-n1c(C)cc(C=O)c1C
    -0.7	6	-3	-0.4
O=C(Nc1ccc(F)cc1)C1CCN(C(=O)c2n[nH]c3ccccc23)CC1
    -0.4	4	-77	0.1
COc1ccc(S(=O)(=O)N(CC(=O)Nc2ccc(C(N)=O)cc2)Cc2ccco2)cc1
    0.5	-5	2	0.1
Nc1ccccc1C12CC3CC(CC(C3)C1)C2
    -0.3	0	11	0.0
COc1cc(C(=O)N2CCN=C2SCc2cccnc2)cc(OC)c1OC
    0.2	-5	-13	-0.1
O=C(Nc1ccc(Cl)cc1)c1cc2ccc(O)cc2oc1=O
    0.0	-3	-10	-0.1
CC(C(=O)NCCc1ccc(Cl)cc1)n1c(=O)c2cccn2c2cccnc21 (stereo not given)
    0.5	5	-2	0.2
COC(=O)c1ccc(CO/N=C/c2ccc(OC)cc2)o1
    -0.8	0	-65	0.2
COc1ccc(C(=O)NNC(=O)c2ccccc2Cl)cc1OC
    0.4	-7	-5	-0.1
COc1ccccc1-c1cnc(N)c(N2CCC(C(=O)O)CC2)n1
    0.4	12	3	-0.1
CNc1oc(-c2ccccc2)nc1S(=O)(=O)c1ccc(C)cc1
    1.1	-1	-4	-0.2
CCn1cc(C(=O)N2CCCCC2C)c(=O)c2ccc(C)nc21 (stereo not given)
    0.5	9	2	-0.2
CCN(CC)CCNC(=O)c1cc(Br)c(N)cc1OC
    -1.6&-1.4	-3&23	5	-0.2&0.2
COC(=O)c1cc2oc(C)cc2n1Cc1ccccc1
    -1.6	1	-1	-0.2
